Compound activity (PubChem)
NALP3 yeast inh: inhibitors of NALP3 inflammasome in yeast; Yeast reconstituted NLRP3/ASC/caspase-1, beta-gal luminescence, 24 h; inhibition, % at 10 µM; hit rate 0.39% among 330,000; AID 2825;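 active means inhibition of 50% or more; inactive means inhibition below 50%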;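 further: plate controls were induced DMSO wells for no effect and uninduced yeast grown without galactose for full effect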
GRIN3A LBD mod: modulates the human NR3A ligand-binding domain | NR3A LBD differential scanning fluorimetry, Tm shift; 0% = protein alone, 100% = glycine-bound protein | Tm shift relative to glycine control, % at 25 µM | hit rate 2.5% among 340,000;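 active means melting temperature shift of at least 10% of the positive control shift, at one fixed dose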
APJ ag: agonists of human APJ apelin receptor; P35414; CHO-K1 APJ PathHunter beta-arrestin, luminescence; 0% DMSO wells, 100% apelin; activation, % at 20 µM; hit rate 0.11% among 330,000; AID 2520;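 active means activation more than six SD over the plate average, tested at 20 µM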;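 further: 0% = DMSO alone and 100% = apelin-13 at 10 nM; some results filed as inactive read as strong as hits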
Target sequence (P35414 whole entry, looked up): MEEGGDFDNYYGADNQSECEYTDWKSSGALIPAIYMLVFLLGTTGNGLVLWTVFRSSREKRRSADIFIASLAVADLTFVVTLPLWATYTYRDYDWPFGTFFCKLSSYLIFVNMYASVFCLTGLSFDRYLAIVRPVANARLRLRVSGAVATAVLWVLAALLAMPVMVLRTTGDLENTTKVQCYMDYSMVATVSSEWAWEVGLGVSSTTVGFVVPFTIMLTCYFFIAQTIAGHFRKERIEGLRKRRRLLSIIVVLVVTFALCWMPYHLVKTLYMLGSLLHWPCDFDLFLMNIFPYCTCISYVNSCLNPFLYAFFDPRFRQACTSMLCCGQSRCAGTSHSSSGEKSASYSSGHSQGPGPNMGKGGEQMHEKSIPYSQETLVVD
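Material: engineered CHO-K1 APJ arrestin reporter cells; amount: 1000 CHO-K1 reporter cells seeded per well; incubation: compound stimulation 90 min at 25 °C, detection 60 min; signal: luminescent beta-gal fragment complementation, chemiluminescent substrate; read-out basis: APJ agonist activity; controls: DMSO-only wells as negative, 10 nM Apelin-13 as positive control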
TIM10 inh: TIM10 yeast growth inhibition. S. cerevisiae TIM10 strain growth, BacTiter-Glo luminescence, 24 h. inhibition, % at 10 µM. hit rate 1.4% among 330,000. AID 463195;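 active means inhibition of 40% or more at the single tested concentration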;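 further: wild-type TIM10 isogenic control strain grown at permissive 25 °C; 0% = DMSO yeast wells and 100% = minimal medium wells without yeast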
tim10-1 inh: growth inhibitors of tim10-1 mutant yeast | inhibition, % at 20 µM | hit rate 2.2% among 330,000 | AID 463190 | S. cerevisiae tim10-1 ts strain growth, BacTiter-Glo, 24 h;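 active means inhibition of at least 40%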;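 further: mutant grown at 25 °C; 0% = DMSO wells with yeast and 100% = wells holding no yeast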
UPR CHOP act: apoptotic UPR (CHOP) activation; activation, % at 10 µM; hit rate 0.34% among 330,000; CHO-CHOP luciferase reporter, luminescence; percent of tunicamycin response over DMSO baseline; AID 449763;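 active means at 10 µM dose, activation of 40% or more, normalized to positive control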;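 further: 100% = tunicamycin at 10 µg/mL and 0% = DMSO alone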
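Dosing – one dose, 10 µM in 0.5% DMSO · System – CHO-CHOP cells, stable luciferase reporter of PERK-eIF2a-CHOP signalling · Input – 500 cells/well · Control set – tunicamycin 10 µg/mL final as positive, DMSO-only wells as negative · Timing – 6 h compound treatment, 37 °C · Measure – % activation vs tunicamycin · Technique – luminescence read with Steady-Glo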
XBP1 UPR activ: adaptive UPR (XBP1) activation; CHO-XBP1 luciferase reporter, IRE1-XBP1 UPR activation, luminescence; percent of tunicamycin response, DMSO as zero; activation, % at 20 µM; hit rate 0.33% among 330,000; AID 463104;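 active means versus positive control, 20 µM dose yields 30% or more activation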;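 further: 100% = tunicamycin at 10 µg/mL and 0% = DMSO only wells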
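Assay system: IRE1-XBP1 luciferase reporter CHO line. Input: 1000 cells/well. Buffer or medium: F12 with 10% serum. Doses: 20 µM, 1% DMSO. Times: overnight seeding at 37 °C, 6 h compound treatment at 37 °C. Technique: Steady-Glo luciferase glow luminescence, 10 min after reagent addition.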
tim23-1 inh: inhibits growth of tim23-1 mutant yeast; inhibition, % at 20 µM; hit rate 1.3% among 330,000; S. cerevisiae tim23-1 growth, BacTiter-Glo luminescence, 24 h;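 active means growth inhibition of the mutant yeast at or above 50%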;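 further: temperature-sensitive mutant grown at 25 °C; plate controls were DMSO-treated mutant yeast for no effect and medium wells lacking yeast for full effect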
Mdm2-MdmX inh: inhibitors of human Mdm2/MdmX interaction | O15151+Q00987 | SaOS-2 split-luciferase Mdm2/MdmX complementation, luminescence | inhibition, % at 8 µM | hit rate 3% among 330,000;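 active means inhibition of at least 50% at 8 µM in the primary screen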
* = called active by the depositor; x = not tested or not shown.

SMILES	NALP3 yeast inh	GRIN3A LBD mod	APJ ag	TIM10 inh	tim10-1 inh	UPR CHOP act	XBP1 UPR activ	tim23-1 inh	Mdm2-MdmX inh
O=C(COC(=O)CNS(=O)(=O)c1ccc(Cl)cc1)NC1CCCCC1	18	2	-8	3	5	0.1	1	22	3
CCCOC(=O)CSc1nnc(-c2ccccc2Cl)o1	2	-1	-5	-9	6	-2.7	1	1	16
CC(C)(C)c1ccc(C(=O)NCC(=O)N2CCNC(=O)C2)cc1	11	0	0	0	-2	1.1	1	-10	-5
Cc1nonc1OCCNC(=O)C12CC3CC(CC(C3)C1)C2	15	-1	-2	11	18	-0.4	2	19	-36
COC(=O)C1=C(C(=O)OC)SC2(S1)C(C(=O)OC)=C(C(=O)OC)SC1=C2c2cc(C)ccc2NC1(C)C	-11	-4	0	28	14	37	12	9	25
Cc1cc(OC(=O)c2ccc(C)c(C)c2)c([N+](=O)[O-])c(=O)[nH]1	22	4	-2	-15	-16	1.8	-6	-5	20
COc1cc(CCC(=O)Oc2ccc(C(C)=O)cc2)cc(OC)c1OC	11	0	-2	-13	38	2.7	0	12	8
Cc1cc(/C=C2/C(=O)N(C)C(=S)N2C)c(C)n1C1CC1	15	-2	-3	25	35	7.0	-1	31	-91
Cn1c(-c2ccc(C(F)(F)F)cc2)cc2onc(-c3ccccc3)c2c1=O	3	3	3	10	-8	5.2	-2	0	30
CC(C)(C(=O)O)n1cncn1	0	1	-1	-11	-5	0.0	-3	3	18
O=C(O)/C=C/C(=O)NCCc1cccc(Cl)c1	5	-1	-2	4	-3	-0.6	-1	11	24
O=C(CN(c1cccc(Cl)c1)S(=O)(=O)c1ccc(Cl)cc1)N1CCc2ccccc2C1	-3	11*	-5	13	14	-0.2	-1	28	6
COc1ccc(NC(=O)N(C)C[C@H]2Oc3c(NS(=O)(=O)c4ccc(F)cc4)cccc3C(=O)N([C@H](C)CO)C[C@@H]2C)cc1	0	5	-2	0	-1	0.0	0	1	16
CCOc1ncccc1C(=O)OC(C)C(=O)Nc1ccc(N2CCOCC2)cc1 (stereo unspecified)	9	1	0	2	-1	0.8	3	7	-6
c1ccc(-c2csc3ncnc(NCc4ccccn4)c23)cc1	26	0	2	1	28	-1.2	5	41	40
COc1ccccc1N1CCN(CCN(C(=O)c2ccc(F)cc2)c2ccccn2)CC1	7	-2	-4	2	13	-0.2	-7	11	0
Cn1c(=O)n(C)c2cc(C(=O)Nc3ccc4c(c3)OCO4)ccc21	6	0	-4	-3	-9	1.3	1	-7	60*
COC(=O)c1[nH]c2ccccc2c1NC(=O)c1ccccc1[N+](=O)[O-]	12	2	-2	25	26	-1.6	0	16	-8
COc1ccc(NC(=O)CSc2nnc(-c3ccncc3)o2)c(OC)c1	12	-1	-5	1	-5	1.6	-2	-13	15
CCOC(=O)Cn1ccc(O)c(Cc2ccc(Cl)cc2Cl)c1=O	1	1	-1	-1	2	-0.2	0	17	-12
COC(=O)CCC(=O)Oc1ccc(OC(=O)CCC(=O)OC)cc1	2	x	0	-3	15	-1.3	-1	5	15
O=C1CC(N2CCN(c3ccccc3)CC2)C(=O)N1c1cccc(Br)c1 (stereo unspecified)	9	-1	-2	10	35	-0.4	-2	27	13
O=S(=O)(Nc1ccc(F)cc1)c1ccc(NC(=S)Nc2ccccc2)cc1	7	5	-2	5	10	-0.5	-4	15	13
COC(=O)Nc1ccc(S(=O)(=O)Nc2cccc3ccccc23)cc1	-13	-5	-4	29	33	-2.8	0	12	20
COc1cccc(CC(=O)NC2CCCN(Cc3ccccc3F)C2)c1 (stereo unspecified)	14	1	-2	-15	-7	1.8	2	-4	-4
CCc1noc(C)c1C(=O)Nc1ncc(C)s1	14	2	-1	-21	4	3.0	-1	-8	16
CN(C(=O)CSc1nnc(-c2ccccc2F)o1)c1ccccc1	7	0	6	-1	15	3.9	1	24	-32
O=C(CSc1nnc(Cc2cc(=O)[nH]c(=O)[nH]2)n1-c1ccccc1)N1CCCCC1	7	2	-3	5	21	0.1	1	13	4
O=C(NCC1CCCO1)c1cc([N+](=O)[O-])ccc1Cl (stereo unspecified)	-7	-1	-1	-5	4	-2.0	1	7	14
CCCCCC(=O)NNC1CC(=O)N(c2cccc(OCC)c2)C1=O (stereo unspecified)	14	1	0	-6	-8	2.5	0	3	-31
Cc1cccc(N2CCN(C(=O)COc3ccc4ccc(=O)oc4c3)CC2)c1C	20	0	-10	-4	33	-2.6	-4	24	16
COc1ccc(-c2cc([C@H]3[C@H]4C=CC[C@@H](C)[C@@H]4C(=O)N3Cc3ccccc3)ccc2F)cc1	17	2	2	-4	5	0.3	-2	-10	37
COc1ccc(OC)c(NC(=O)c2nnn(Cc3ccccc3C)c2N)c1	22	-10	2	23	36	-1.0	2	42	13
NC1=NC(=O)C(Cc2ccccc2)S1 (stereo unspecified)	-10	-2	0	-4	-2	-1.3	0	-10	3
CCCOC(=O)C1=C(C)NC2=C(C(=O)CC(C)(C)C2)C1c1cccnc1 (stereo unspecified)	3	-2	-1	8	-3	2.2	-3	7	-4
Cc1c(NC(=O)/C(C#N)=C/c2ccc(-c3ccccc3Cl)o2)c(=O)n(-c2ccccc2)n1C	-8	2	-1	23	25	2.3	3	42	11
CC(C)(C)c1ccc(C(=O)NCC(=O)OCCN2C(=O)c3ccccc3C2=O)cc1	-5	-2	9	22	21	2.5	1	36	-13
Cc1ccc(S(=O)(=O)N2[C@@H](c3ccc(C(C)C)cc3)C(C(=O)O)=C[C@H]2C(C)(C)C)cc1	0	-1	-2	10	16	3.3	-1	19	2
O=C(CC1NCCNC1=O)OCCCc1ccccc1 (stereo unspecified)	12	-2	-3	11	11	0.4	-1	4	-11
COc1ccc(C(=O)NCCc2c[nH]c3ccc(OC)cc23)cc1	-14	7	-4	8	-6	1.6	-1	18	-5

Overlap with the part before: 4 compounds, then new ones.
SMILES	NALP3 yeast inh	GRIN3A LBD mod	APJ ag	TIM10 inh	tim10-1 inh	UPR CHOP act	XBP1 UPR activ	tim23-1 inh	Mdm2-MdmX inh
CC(C)(C)c1ccc(C(=O)NCC(=O)OCCN2C(=O)c3ccccc3C2=O)cc1	-5	-2	9	22	21	2.5	1	36	-13
Cc1ccc(S(=O)(=O)N2[C@@H](c3ccc(C(C)C)cc3)C(C(=O)O)=C[C@H]2C(C)(C)C)cc1	0	-1	-2	10	16	3.3	-1	19	2
O=C(CC1NCCNC1=O)OCCCc1ccccc1 (stereo unspecified)	12	-2	-3	11	11	0.4	-1	4	-11
COc1ccc(C(=O)NCCc2c[nH]c3ccc(OC)cc23)cc1	-14	7	-4	8	-6	1.6	-1	18	-5
COc1ccc(-n2nnc3c(SCc4ccccc4)ncnc32)cc1	-3	1	-4	13	-7	2.1	-3	7	-16
O=C(COc1ccccc1Cl)Nc1ccc2[nH]c(=O)[nH]c2c1	14	1	-1	5	-12	0.2	-2	0	16
CCOC(=O)c1cnc2c(C)c(C)ccc2c1Nc1ccc(S(=O)(=O)Nc2ncccn2)cc1	10	3	5	16	16	1.1	2	12	31
COc1ccccc1/C(C)=N/Oc1cc(N)cc([N+](=O)[O-])c1	34	-3	-5	18	6	1.5	1	29	-10
O=C1OCC2=C1C(c1ccccc1)CC(=O)N2c1ccc(F)cc1 (stereo unspecified)	11	1	-5	-24	22	-1.3	0	9	0
Cn1cnnc1SCC(=O)Nc1ccc(S(N)(=O)=O)cc1	12	0	-5	-12	-11	3.9	-2	8	8
CCOC(=O)c1ccc(-n2c(CN3CCOCC3)nc3ccc([N+](=O)[O-])cc3c2=O)cc1	18	1	2	1	13	1.4	-1	9	7
CCN1CCN(Cc2ccc(NC(=O)c3cc(NC(=O)c4ccno4)cc(OC)c3)cc2C(F)(F)F)CC1	11	-3	-1	-3	-3	-1.6	-3	-6	55*
O=c1c2ccccc2nc2n1C(CBr)CS2 (stereo unspecified)	18	0	-2	9	0	0.7	-2	6	-1
CCN1CCN(C(=O)c2ccc(Cl)c(S(=O)(=O)N3CCCCC3)c2)CC1	11	-1	0	7	-15	0.0	-3	-3	-6
Cc1nc(-c2ccccc2)sc1C(=O)NN	4	1	0	3	-19	0.2	-1	4	12
COc1ccc(OCc2nnc3n2N=C(c2ccc(Br)cc2)CS3)cc1	17	-1	-4	-29	10	-1.4	0	4	6
O=C(Nc1ccc2c(c1)OCO2)C1CCN(c2ccc(S(=O)(=O)N3CCOCC3)cc2)CC1	-3	-2	-2	-1	12	-0.7	0	-2	0
CC(C)C12CCC(C(=O)O)C(C1)C(=O)O2 (stereo unspecified)	-8	1	-4	-12	-6	-3.0	0	-10	20
CCN(CC)CCCNC(=O)CCC(=O)Nc1ccc2nc(N3CCC(C)CC3)cc(C)c2c1	9	-2	0	-14	-2	1.7	2	3	15
CC(C(=O)NC1CCCCCC1)n1cc([N+](=O)[O-])cn1 (stereo unspecified)	10	-1	-4	8	-5	1.6	-2	2	8
O=C(C(c1ccccc1)c1ccccc1)N1CCN(Cc2ccc(Br)cc2)CC1	-8	-13	-5	12	-4	-1.8	-2	12	18
COc1cc2c(cc1OC)CN(Cc1cc(OC)c3c(c1)OCO3)CC2	5	-2	-5	-11	3	-0.6	-3	1	20
COc1ccccc1N(CC(O)Cn1c(C)nc2ccccc21)S(=O)(=O)c1ccccc1 (stereo unspecified)	2	-1	2	-1	13	-1.4	-2	22	22
O=C(O)c1cc([N+](=O)[O-])cc2c1C=Cc1ccccc1O2	30	6	-3	1	9	1.1	1	16	17
CCOc1cc(C(=O)OCC(=O)NCc2ccco2)cc(OCC)c1OCC	-8	0	-4	10	22	1.1	-2	16	-9
O=S(=O)(NCc1ccco1)c1ccc2ccccc2c1	21	1	-4	3	9	0.2	-3	16	3
COC(=O)c1ccc(NS(=O)(=O)c2cc3c4c(c2)C(C)C(=O)N4CCC3)cc1 (stereo unspecified)	3	0	-3	4	15	-1.2	2	19	0
CCOC(=O)Cc1nnc(Nc2ccc(C)cc2C)c2ccccc12	4	2	-2	17	23	0.2	-1	16	7
CCNc1ccc(C(=O)N/N=C/c2c(C)nn(-c3ccccc3)c2N2CCCC2)cc1[N+](=O)[O-]	5	3	-1	-2	25	1.7	7	21	39
COc1ccc(CCNC(=O)CSc2ncnc3c2oc2ccccc23)cc1OC	-1	2	0	8	15	1.0	-5	26	-11
COCCCNC(=S)N/N=C/c1ccc(N(C)C)cc1Cl	20	3	1	3	6	3.3	2	-4	11
CCOC(=O)C(NC(=O)NC1CCCCC1)(c1ccccc1)C(F)(F)F (stereo unspecified)	8	-3	-2	-13	12	-1.6	-1	-20	-4
O=C(O)CCC(=O)N1N=C(c2ccc(Br)cc2)CC1c1cccc(Br)c1 (stereo unspecified)	26	-2	-4	14	1	-1.5	-5	15	12
COc1ccccc1NC(=S)NC1CC2CCC1C2 (stereo unspecified)	10	-1	-7	14	13	0.3	2	18	21
